Avidin bead fluor: green autofluorescence of compounds with avidin beads – biophysical, 488/530 nm, flow cytometry, artefact control, profiling panel | fluorescence (KMESF) at 10 µM | compound fluorescence 488/530 nm; hits give high values | hit rate 0.38% among 220,000; in the data active means fluorescence above about 47; further: inactives centre near 10
Bim-Bfl-1: inhibitors of Bim binding to Bfl-1, primary screen, biochemical, multiplexed, bead-based flow cytometry; Bcl-2-related protein A1 (Homo sapiens), Q16548; Bim-Bfl-1 binding inhibition; inhibition, % at 10 µM; hit rate 0.12% among 190,000; AID 1008, 2008;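 further: 0% = wells without compound plus tracer and 100% = blocker peptide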
RGS7-Gao reg: RGS7-Galphao binding modulators, primary screen, biochemical, multiplexed bead flow cytometry. AID 1439, 2008. actives lie on both sides. binding response (% of control), % at 10 µM. hit rate 0.35% among 220,000; in the data active means binding response below about 49% or above about 150%; inconclusive means no clear call, values can overlap the other calls; inactive means in between;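 further: fluorescent Galphao held in activated GDP-AlF4 state binding bead-coupled RGS7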
Target sequence (P09471 whole entry, looked up): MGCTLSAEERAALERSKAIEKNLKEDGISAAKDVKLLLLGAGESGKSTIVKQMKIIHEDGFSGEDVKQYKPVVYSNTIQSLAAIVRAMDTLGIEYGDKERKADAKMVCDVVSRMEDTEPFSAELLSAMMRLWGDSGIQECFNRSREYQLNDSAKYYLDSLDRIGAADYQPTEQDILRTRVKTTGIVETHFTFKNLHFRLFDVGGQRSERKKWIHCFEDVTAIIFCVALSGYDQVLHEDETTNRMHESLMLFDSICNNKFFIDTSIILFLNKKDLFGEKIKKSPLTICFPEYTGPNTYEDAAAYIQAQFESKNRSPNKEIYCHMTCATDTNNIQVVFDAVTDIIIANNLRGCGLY
Bcl-B Bim block: inhibitors of Bim-Bcl-B binding, primary screen, biochemical, multiplexed, human Bcl-2 family. bead-based flow cytometry, Bim peptide-Bcl-B binding. inhibition, % at 10 µM. hit rate 0.073% among 190,000;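 further: 0% = tracer peptide without compound and 100% = reference inhibitor peptide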
Target sequence (Q9HD36 whole entry, looked up): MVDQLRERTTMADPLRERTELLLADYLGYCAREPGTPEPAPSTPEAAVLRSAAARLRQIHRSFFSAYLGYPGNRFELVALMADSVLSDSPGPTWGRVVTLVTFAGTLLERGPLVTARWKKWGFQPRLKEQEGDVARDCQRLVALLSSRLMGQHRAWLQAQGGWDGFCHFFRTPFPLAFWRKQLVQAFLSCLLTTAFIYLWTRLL
RGS4-Gao reg: modulators of RGS4 binding to Galphao, primary screen, biochemical, multiplexed bead flow cytometry | hit rate 0.33% among 220,000 | binding response (% of control), % at 10 µM | AID 1415, 2008 | Guanine nucleotide-binding protein G(o) subunit alpha (Homo sapiens), P09471 | actives lie on both sides; in the data active means binding response below about 49% or above about 150%; inactive means in between;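 further: fluorescent Galphao activated with aluminum fluoride binding bead-coupled RGS4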
GSH fluor: compound fluorescence on glutathione beads, profiling panel, artefact control, biophysical, 488/530 nm, flow cytometry. GSH beads flow cytometry, compound fluorescence 488/530 nm; hits give high values. fluorescence (KMESF) at 10 µM. hit rate 0.25% among 190,000. AID 1776, 2009; in the data active means fluorescence above about 89;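 further: glutathione beads carrying GST-tagged Bcl family fusion proteins plus one bare bead set; values are compound well signal with DMSO vehicle wells as background; inactives centre near 16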
ABCG2 inh: ABCG2 efflux pump inhibitors, primary screen, multiplex with ABCB1, IgMXP3 cells, flow cytometry | hit rate 0.1% among 190,000 | Broad substrate specificity ATP-binding cassette transporter ABCG2 (Homo sapiens), Q9UNQ0 | JC-1 efflux | inhibition, % at 6.6 µM;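 active means inhibition above 80%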;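 further: 0% = DMSO and 100% = nicardipine control wells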
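Assay system – ABCG2 IgMXP3 and barcoded ABCB1 CCRF-Adr cell mix · Input – 3 million cells/mL in well · Reagent – JC-1 fluorescent substrate · Compound – single test compound dose, 6.6 µM final · Timing – 10 min exposure at 25 °C with rotation, no wash · Detection – flow cytometry of retained JC-1 fluorescence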
ABCB1 block: ABCB1 efflux pump inhibitors, primary screen, cell-based, multiplex, flow cytometry, ABCG2 counter-screen; CCRF-Adr cells, JC-1 efflux; inhibition, % at 6.6 µM; hit rate 0.067% among 190,000; AID 1326, 2008; in the data active means inhibition above about 40%;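 further: 0% = vehicle and 100% = reference inhibitor; higher value means more JC-1 retained so stronger ABCB1 efflux block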
Bim-Bcl-2: inhibitors of Bim-Bcl-2 binding, primary screen, biochemical, multiplexed, human Bcl-2 family; Apoptosis regulator Bcl-2 (Homo sapiens), P10415; Bead-based flow cytometry, Bim peptide-Bcl-2 binding; inhibition, % at 10 µM; AID 950, 2007; hit rate 0.06% among 190,000; in the data active means inhibition above about 40%; inconclusive means no clear call, values can overlap the other calls;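 further: 0% = no compound wells with probe peptide and 100% = reference peptide inhibitor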
Target sequence (P10415 whole entry, looked up): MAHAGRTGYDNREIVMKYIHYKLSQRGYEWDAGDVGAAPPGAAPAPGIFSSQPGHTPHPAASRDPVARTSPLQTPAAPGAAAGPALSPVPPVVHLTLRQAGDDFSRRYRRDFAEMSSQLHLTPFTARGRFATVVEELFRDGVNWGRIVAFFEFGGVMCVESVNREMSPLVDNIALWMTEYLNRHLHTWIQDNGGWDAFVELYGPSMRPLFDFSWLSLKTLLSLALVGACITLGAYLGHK
Bcl-XL Bim block: inhibitors of Bim-Bcl-XL binding, primary screen, biochemical, multiplexed, bead flow cytometry, human Bcl-XL. Bim peptide-Bcl-XL binding, fluorescence. inhibition, % at 10 µM. hit rate 0.04% among 190,000. Bcl-2-like protein 1 (Homo sapiens), Q07817. AID 1007, 2008
Target sequence (Q07817 whole entry, looked up): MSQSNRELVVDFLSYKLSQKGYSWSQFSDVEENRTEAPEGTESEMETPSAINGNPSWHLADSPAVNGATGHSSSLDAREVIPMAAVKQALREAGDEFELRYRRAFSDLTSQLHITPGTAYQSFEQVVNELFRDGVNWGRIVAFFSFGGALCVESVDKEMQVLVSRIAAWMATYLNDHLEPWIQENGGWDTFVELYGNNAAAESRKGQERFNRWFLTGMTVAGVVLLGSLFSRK
Bcl-W Bim block: inhibitors of Bim binding to Bcl-W, primary screen, biochemical, multiplexed, bead-based flow cytometry. Bcl-2-like protein 2 (Homo sapiens), Q92843. Bim peptide-Bcl-W binding. inhibition, % at 10 µM. hit rate 0.02% among 190,000;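 further: 0% = bound tracer without compound and 100% = peptide blocker; higher means less fluorescent Bim peptide bound to Bcl-W beads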
Numbers without * were called inactive; ? = inconclusive. Unless noted, no stated cut-off is given here; in the data, active means inhibition above about 40%. The order is random (roughly 1.3% active in at least one column).

SMILES	Avidin bead fluor	Bim-Bfl-1	RGS7-Gao reg	Bcl-B Bim block	RGS4-Gao reg	GSH fluor	ABCG2 inh	ABCB1 block	Bim-Bcl-2	Bcl-XL Bim block	Bcl-W Bim block
O=C(O)/C=C/C(=O)Nc1ccc(SC(F)(F)C(F)(F)C(F)(F)F)cc1	10	-5	?	-3	102	14	-1	0.3	-3	0	0
CSc1nc(Oc2ccc(Cl)cc2)c2sccc2n1	14	-15	93	-11	94	28	2	0.1	-11	-1	0
Cc1ccccc1NN1C(=O)C=CC1=O	7	-10	99	-5	98	55	3	0.8	-9	-2	-1
Brc1cc2c(cc1C1Nc3ccccc3C3C=CCC31)OCO2 (stereo unspecified)	10	-10	99	-7	97	13	1	0.1	-4	-6	-2
COc1ccc(-c2[nH]nc3c2C(c2ccc(OC(=O)N4CCOCC4)cc2)C(C#N)=C(N)O3)cc1 (stereo unspecified)	13	0	45*	-2	44*	16	0	0.1	0	2	0
Cc1ccc2oc(=O)c3cnn(CC(=O)N(CCC(C)C)Cc4ccco4)c3c2c1	5	-12	98	-5	99	18	0	0.4	-10	-3	-2
COc1ccc(C2CC(c3ccc(C)cc3)Nc3ncnn32)cc1 (stereo unspecified)	25	-6	98	-9	100	16	0	-0.1	-7	-10	-9
CC(Sc1nnc(-c2ccc(Cl)cc2Cl)n1Cc1ccccc1)C(=O)Nc1nccs1 (stereo unspecified)	8	0	98	1	97	11	0	1.0	0	0	-2
CCN(Cc1nc2ccccc2c(=O)[nH]1)Cc1nc2ccsc2c(=O)[nH]1	9	-3	?	-4	101	16	1	0.6	-3	-1	-3
COc1ccccc1-n1c(SCC(=O)NC2CCS(=O)(=O)C2)nc2cc([N+](=O)[O-])ccc21 (stereo unspecified)	16	-13	105	-9	100	15	9	0.9	-7	-6	-4
Cc1cccc(-n2ncc3c(NC4CCCCC4)ncnc32)c1	4	1	108	0	105	18	9	1.4	0	4	0
Cc1c(C(C)C)c(=O)n(-c2ccc(S(=O)(=O)NC(C)C)cc2)n1C	8	-3	104	1	105	13	1	0.4	0	0	0
Cc1cccc(OCC(=O)Nc2nc3ccc([N+](=O)[O-])cc3s2)c1	10	-11	95	-14	95	35	12	-1.6	-10	-9	-5
CCC1CO/C(=C(\C(=C(Cl)Cl)N2CCOCC2)[N+](=O)[O-])N1 (stereo unspecified)	11	-3	104	-2	103	24	3	0.8	-2	0	1
CCOc1ccc(C(CC(=O)O)NC(=O)C23CC4CC(CC(C4)C2)C3)cc1 (stereo unspecified)	17	-8	96	-5	95	9	-1	0.1	-1	0	2
C/C=C/C=N/NC(=O)CN(c1ccc(Br)cc1)S(=O)(=O)c1ccccc1	15	-14	98	-6	101	11	3	0.5	-5	-3	0
COc1ccc(-c2n[nH]c(=S)o2)c(OC)c1	8	-3	100	-23	102	10	-1	-0.3	-7	-8	2
CCCN(CCC)S(=O)(=O)c1ccc(NC(=O)Cc2cccs2)cc1	13	-12	97	-12	98	52	6	-1.2	-12	-16	0
CC(=O)Nc1ccc(N2CCCCC2)c(C(=O)Nc2cccc(C)c2)c1	31	-2	98	0	101	13	7	1.5	-4	0	-1
OC1CCCN(Cc2ccc3c(c2)Cc2ccccc2-3)C1 (stereo unspecified)	11	-12	100	-12	105	30	2	0.2	-12	-9	0
O=C(Cn1cnc2c(nnn2Cc2ccc(Cl)cc2)c1=O)NCC1CCCO1 (stereo unspecified)	15	-10	100	-5	101	47	5	0.5	-8	0	1
Cc1cc(-c2cc(-c3ccc(Cl)cc3)nc(N)c2C#N)co1	22	40*	97	-1	96	12	-2	-0.7	0	0	4
Cc1ccc(-n2nnnc2-c2cccc(C)c2)cc1	8	-5	?	-5	93	13	0	-0.3	-1	0	-1
CCOC(CNc1ncnc2c1cnn2C)OCC	9	-5	?	0	97	19	-3	0.2	-3	0	-3
C#CCOCCOCCOCCNc1nc(N2CCN(C(=O)[C@H]([C@@H](C)CC)n3cc([C@@H](N)Cc4ccc(O)cc4)nn3)CC2)nc(N2CCN(C(=O)[C@H](Cc3cc4ccccc4[nH]3)n3cc([C@@H](N)C(C)CC)nn3)CC2)n1 (stereo partly specified)	6	-5	99	-6	102	19	-2	-0.3	-4	-2	-1
COc1ccc(-c2csc(NC(=O)COC(=O)c3ccc(Br)o3)n2)cc1	8	0	99	-4	97	5	9	-0.3	0	0	-1
CC(=O)C1=C(O)C(=O)N(c2cc(C(C)(C)C)on2)C1c1ccc(C(C)C)cc1 (stereo unspecified)	33	-2	98	0	99	18	1	0.2	-3	-8	-5
CCOc1cccc(C(=O)Nc2nc(-c3ccc(S(=O)(=O)N4CCOCC4)cc3)cs2)c1	13	-13	105	-8	103	40	-1	0.5	-9	0	0
O=[N+]([O-])c1cc(Cc2ccccc2)cc(C=Nc2ccc(N3CCOCC3)cc2)c1O	10	2	91	-11	96	10	8	1.2	0	-2	5
Fc1ccc(CNC(=S)NC2CCCCCC2)cc1	9	-3	98	-5	97	10	11	0.3	0	-2	0
O=C1c2ccccc2C(=O)N1CCN1CCc2ccccc21	12	0	103	-5	105	24	2	0.3	0	-2	-1
CCOC(=O)COc1ccc2c(C)cc(=O)oc2c1C(=O)c1ccccc1	9	-3	99	-2	103	14	22	-1.4	-2	-4	-1
c1ccc(CSc2nnc(-c3cccnc3)o2)cc1	8	-34	99	-44	98	50	1	0.2	-37	-29	-40
CN1CCN(C(=O)c2ccc3nc(-c4ccccc4)c(-c4ccccc4)nc3c2)CC1	5	5	113	3	107	22	-1	0.8	3	2	-1
NNC(=S)NCc1ccc2c(c1)OCO2	22	-9	96	-9	97	10	7	0.2	-6	-11	-5
COc1cccc(CN2CCN(Cc3cccc4nonc34)CC2CCO)c1 (stereo unspecified)	11	-2	104	-2	101	11	5	0.8	-1	-2	0
CC(C)c1ccc(NC(=O)C(c2ccc3c(c2)OCO3)N2CCN(C(=O)c3ccco3)CC2)cc1 (stereo unspecified)	31	-16	102	-8	101	24	11	5.5	-10	-4	0
Cc1ccc(N=Cc2c(O)[nH]c3ccccc23)c([N+](=O)[O-])c1	9	-1	?	0	94	13	19	1.2	1	0	6
CCCOc1ccc([N+](=O)[O-])cc1C1NC(=S)NC(c2ccccc2)=C1C(=O)OCC (stereo unspecified)	14	0	100	-7	102	16	8	3.4	-4	0	0
Cc1cc(=O)oc2cc(NC(=O)C3CCCC3)ccc12	11	-1	?	-3	102	16	14	0.8	-7	-1	0

Shown as a hit in RGS4-Gao reg, among the entries above:
SMILES	Avidin bead fluor	Bim-Bfl-1	RGS7-Gao reg	Bcl-B Bim block	RGS4-Gao reg	GSH fluor	ABCG2 inh	Bcl-XL Bim block	Bcl-W Bim block
COc1ccc(-c2[nH]nc3c2C(c2ccc(OC(=O)N4CCOCC4)cc2)C(C#N)=C(N)O3)cc1 (stereo unspecified)	13	0	45*	-2	44*	16	0	2	0

Continued:
SMILES	Avidin bead fluor	Bim-Bfl-1	RGS7-Gao reg	Bcl-B Bim block	RGS4-Gao reg	GSH fluor	ABCG2 inh	ABCB1 block	Bim-Bcl-2	Bcl-XL Bim block	Bcl-W Bim block
O=C(Cn1ccc2ccccc2c1=O)N1CCN(c2cccc(Cl)c2)CC1	6	-1	103	-4	103	19	5	1.3	-6	-3	-5
CCC(=O)Nc1ccc2c(c1)ncn2C	8	-16	114	-7	107	19	0	0.1	-6	-5	-4
CCOC(=O)C1CCN(C(C)=C2C(=O)c3ccccc3C2=O)CC1	6	1	92	-6	99	62	2	1.1	-2	-5	5
Cc1nnc2c(NC3CCCC3)nc3ccccc3n12	11	-5	103	1	103	13	13	0.5	1	0	0
CCOC(=O)c1c(C)n(C)c2cc(OCCN(CC)CC)ccc12	21	-18	97	-8	101	27	0	0.9	-14	-3	0
COc1ccccc1-n1c(C)nc2cc(C(=O)NCCN3CCOCC3)ccc21	8	-1	94	1	98	18	0	0.8	-1	0	0
O=C(CSc1nnc(CCCN2C(=O)c3cccc4cccc(c34)C2=O)n1-c1ccccc1)NCCCO	4	-2	96	-6	97	8	-5	0.1	-1	-4	-1
O=C(O)c1ccccc1C(=O)Nc1ccccn1	15	-10	100	-4	102	28	0	0.3	-5	-5	1
Cc1cc(C)cc(NC(=O)CSc2nncn2-c2ccccn2)c1	7	-13	102	-5	102	18	-1	-0.3	-3	-5	-2
COC(=O)c1ccccc1NC1c2ccccc2C(=O)N1c1cccnc1 (stereo unspecified)	8	-7	100	-5	104	20	4	1.0	-5	-3	3
CC(=O)NC1Sc2ccccc2N=C1c1ccccc1 (stereo unspecified)	8	5	101	0	97	6	0	0.2	2	0	10
CCNc1nc(NCc2ccccc2)nc(Oc2ccc(=O)[nH]n2)n1	31	-11	98	-5	102	20	12	-0.1	-5	-4	0
COc1ccc(C2=NOC(C(=O)NCCCN3CCOCC3)C2)cc1 (stereo unspecified)	10	-13	105	-7	106	21	2	0.8	-9	-3	0
Cc1nn(-c2ccccc2)c(N)c1N=Nc1ccc2ccccc2c1	10	-2	92	-7	94	23	20	-1.1	-2	-7	-3
Cc1ccc(CNC(=O)C23CN(Cc4ccccc4)CC2C(c2ccc([N+](=O)[O-])cc2)=NO3)cc1 (stereo unspecified)	28	-9	101	-6	102	23	5	2.9	-3	0	-2
CN1C2C=C3C(C#N)=C(N)C(C#N)(C#N)[C@@H](c4cccs4)C3C1CC2 (stereo partly specified)	18	-14	99	-11	97	31	21	-0.7	-9	-8	1
O=C(COC(=O)CCCNC(=O)c1ccc(Cl)cc1)Nc1ccc(Br)cc1	4	1	100	-9	98	17	2	0.0	-6	-16	-13
CC(=O)c1ccc(N2CCN(C(=O)Cc3n[nH]c(=O)c4ccccc34)CC2)cc1	23	-10	100	-7	102	8	2	0.0	-5	-7	-4
Cc1ccc(-c2nnc(-c3ccc(NC(=O)c4ccco4)cc3)o2)cc1	14	-12	102	-9	99	29	0	0.4	-11	1	2
COc1ccccc1/C=C\C=N\n1c(-c2ccc(Cl)cc2Cl)n[nH]c1=S	2	0	84	-7	87	12	-2	-0.5	0	-5	-6
Cc1nn(-c2ccccc2)c(Cl)c1C(=O)N1CCN(c2ncnc3c2cnn3-c2ccccc2)CC1	21	-3	85	-1	87	11	5	2.4	-2	-1	0

Screening data as filed in PubChem.
